Bioassay records from PubChem BioAssay.
Hsp70 displacement – small molecules displacing fluorescent ligand from Hsp70 – biochemical, fluorescence polarization, primary screen (AID 583) | Hsp70 fluorescence polarization probe displacement, mP; higher % means a stronger effect | displacement, % at 20 µM, or IC50 in µM where a hit was titrated | hit rate 0.06% among 140,000; in the data active = displacement above about 50%;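 note: plate controls were vehicle for no effect and reference ligand for full effect; a part of the inactive calls stands beside numbers as strong as those of hits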
MKP-3 inhibition – inhibition of rat DUSP6 enzyme activity – biochemical, in vitro, primary screen (AID 425) | recombinant MKP-3 phosphatase activity, fluorescence; higher % means a stronger effect | one-dose inhibition, % at 20 µM; IC50 in µM for titrated hits | hit rate 0.17% among 110,000; in the data active = inhibition above about 50%;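 note: plate controls were vehicle for no effect and reference inhibitor for full effect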
Active calls of the source: *; / = no result given; & = joins results of further samples. These rows are one share of the data; count on the stated rates, not on these rows.

Hsp70 displacement	MKP-3 inhibition	Compound
2.4%	6%	O=S(=O)(NCCOc1ccc(Cl)cc1)c1ccc2ccccc2c1
-5.2%	1%	CCCCOC(=O)c1ccc(NC(=O)c2cc3ccccc3o2)cc1
-5.8%	-2%	CCOc1ccccc1C(=O)NCCCCCC(=O)O
2.3%	/	Cc1ccc(/C=C/C(=O)Nc2cc(C)on2)cc1
-2.8%	-9%	O=C(O)c1c(-c2ccccc2)c2oc3ccccc3c2[nH]c1=O
-5.5%	1%	Cc1ccc(Cl)c(OCCCCNCCO)c1
-4.0%	3%	COc1ccc(NC(=O)/C(=C\c2cccs2)NC(=O)c2ccccc2)cc1
2.1%	-2%	CC(=O)Oc1ccc(-c2cccc(NC(=O)c3ccc4c(c3)Cc3ccccc3-4)c2)cc1
-2.3%&-2.2%	-12%&1%	CCc1cc2c(=O)c(-c3nc4ccccc4n3C)coc2c(CN2CCN(C)CC2)c1O
2.3%	0%	Cc1cccc(OCCn2ccnc2)c1C
-2.8%	-2%	CC(C)c1ccc(/C=C/C(=O)Nn2cnnc2)cc1
-2.7%&-4.9%	-2%&0%	Cc1cc(NCCN2CCOCC2)n2c(nc3ccccc32)c1C#N
-0.8%	-5%	NC(=O)N/N=C(\C=C\c1ccccc1)C1(O)CCCCC1
0.0%	-5%	O=C(O)C1CCN(S(=O)(=O)c2ccc(Oc3ccccc3)cc2)CC1
-1.3%	8%	CCOc1cc(C(=O)N(C)Cc2cc3cc(OC)ccc3[nH]c2=O)cc(OCC)c1OCC
0.2%	-2%	CCS(=O)(=O)N1CCCC(C(=O)NCc2cccnc2)C1 (centres undefined)
-0.4%	-2%	CCOc1ccc(CN2CCN(C(=O)c3ccccc3)CC2)cc1
-1.5%	-1%	Cc1ccc(C(C(=O)NC2CCCC2)N2CCCCC2)cc1 (centres undefined)
-1.7%	9%	Cc1ccc(-n2cc(C=C3C(=O)NC(=O)NC3=O)cn2)cc1C
-0.1%	/	COC(=O)c1scc(C)c1NC(=O)C1CCCCC1
8.1%	-6%	CCc1c(C)nc(SCC(=O)Nc2ccc(Br)cc2)[nH]c1=O
-1.3%	0%	O=C1OC(c2ccccc2)=C/C1=C/N1CCCCC1
-4.7%	4%	O=C(O)CCCCCN1C(=O)C(=O)/C(=C(/O)c2ccc([N+](=O)[O-])cc2)C1c1ccc(F)cc1 (centres undefined)
0.2%	4%	Cc1ccc(NC2c3ccccc3Oc3ccccc32)cc1
3.8%&2.0%	-13%&3%	Cc1cc(N=CC2=C(O)CC(C)(C)CC2=O)no1
-2.7%	4%	Cc1cc(Nc2cccc(F)c2)n2ncnc2n1
3.7%	-8%	COc1ccccc1C1(CC(=O)O)CCOC(C(C)C)C1 (centres undefined)
-2.1%	-12%	Cc1cc(C(F)(F)F)nn1Cc1ccc(C(=O)NCc2ccco2)o1
-1.3%	-6%	COCCOCC(O)CN1CCN(c2ccc(C)cc2)CC1 (centres undefined)
0.9%	-6%	O=C(Cc1cccs1)N1CCCC(c2nc3c(nnn3Cc3ccccc3Cl)c(=O)[nH]2)C1 (centres undefined)
1.9%	/	CNC(=O)COc1ccc(-c2nn(C)c(=O)c3ccccc23)cc1
4.3%	-1%	CCCCCn1c(CN2CCN(C)CC2)nc2c1c(=O)n(C)c(=O)n2C
-2.0%	-17%	CSc1ccccc1NC(=O)c1cc(CC(C)C)on1
2.4%	-9%	CC(=O)NC(Cc1ccccc1)C(=O)NC1CCN(C(=O)NC2CCCCC2)CC1 (centres undefined)
-2.4%	/	CC(C)c1c(O)nc(SCC(=O)N2CCOCC2)[nH]c1=O
-0.7%	-12%	COc1ccc(CC(=O)NC2CCN(CC(=O)Nc3ccc4c(c3)OCCO4)CC2)cc1OC
-1.6%	3%	COc1ccc(CCNC(=O)COc2ccccc2[N+](=O)[O-])cc1OC
-2.9%	0%	CC1(C(=O)NC2CCCCCCC2)CCC(=O)N1CCN1CCOCC1 (centres undefined)
2.0%	-2%	Cc1cc(C(=O)OCC(=O)Nc2ccc(F)cc2F)c(C)o1
3.3%	6%	O=C(COc1ccccc1O)Nc1ccccc1Cl
0.9%&0.8%	5%&3%	O=C(c1cccs1)N1CCN(Cc2ccncc2)CC1
-2.9%	/	CC(C)CSc1nnc2c(n1)[nH]c1ccccc12
4.8%	/	COc1ccc2c(C)cc(SCC(=O)c3ccc4c(c3)OCO4)nc2c1
1.5%	1%	O=C(Nc1c(O)c2ccccc2[nH]c1=O)c1ccco1
-1.4%	-2%	Cc1ccc(N2C(=O)c3ccccc3NC2c2ccccc2F)cc1 (centres undefined)
4.7%	6%	COc1ccccc1N1CCN(CC(O)COc2ccc(C34CC5CC(CC(C5)C3)C4)cc2)CC1 (centres undefined)
2.0%	2%	O=C(N/N=C/c1ccco1)c1cc(C23CC4CC(CC(C4)C2)C3)[nH]n1
-2.1%	/	COc1ccc(C(O)Cc2nc3ccccc3n2C)cc1OC (centres undefined)
9.2%	-4%	CCOC1(C(F)(F)F)NC(=O)N(Cc2ccc(OC)cc2)C1=O (centres undefined)
-0.2%	-5%	CCCCOc1ccccc1C1CC(=O)NC2=C1C(=O)CCC2 (centres undefined)
0.1%	6%	Cc1cccc(NC(=O)/C=C/c2ccc(F)cc2)c1
1.3%	-8%	COc1cc(C2CC(=O)N3CN(c4ccccc4C)CSC3=C2C#N)cc(OC)c1OC (centres undefined)
2.7%	6%	COc1ccc2cc3cc(C(=O)N4CCN(Cc5ccc6c(c5)OCO6)CC4)oc3nc2c1
-0.9%	0%	CC(=O)OCCCN1C(=O)c2ccccc2C1=O
-3.1%	-7%	Fc1ccc(C2C3=C(Nc4ncnn42)c2ccccc2OC3c2ccncc2)cc1 (centres undefined)
3.0%	-3%	Cc1cccc2cc(C#N)c(SCCN3CCCCC3)nc12
-4.2%	-7%	O=C1Nc2ccccc2C12OC1CCCCC1O2 (centres undefined)
3.0%	0%	CCOC(=O)N1CCC(Nc2c(NCCCN3CCN(c4ccc(OC)cc4)CC3)c(=O)c2=O)CC1
1.5%	-10%	Cc1cccc(NC(=O)c2c(C)cc(=O)oc2C)n1
-0.7%	4%	COc1ccccc1/C=C1\SC(N2CCCCC2)=NC1=O

The list goes on:
Hsp70 displacement	MKP-3 inhibition	Compound
-1.7%	-5%	COC(=O)C(NC=O)C(O)(Cc1ccccc1)C(F)(F)F (centres undefined)
11%	-13%	Cc1oc(C(N)=O)cc1COc1ccccc1C(N)=O
-3.9%	-2%	Cc1sc2nc(SCC(=O)NCCO)n(C)c(=O)c2c1C
-1.5%	-1%	CC1CCN(C(=O)C2CCN(S(=O)(=O)c3cnc[nH]3)CC2)CC1
7.7%	/	CC1CCCN(CCC(=O)Nc2ccc3c(c2)CCC3)C1 (centres undefined)
5.2%	/	CC(Oc1ccccc1)C(=O)Nc1cccc(F)c1 (centres undefined)
1.0%	-5%	O=C(CC1Oc2ccccc2NC1=O)NC1CC1 (centres undefined)
3.4%	-8%	CC1(C)NC(C)(C)c2nonc2/C1=N\O
7.1%	/	CSC1=C(C#N)C(c2ccccc2Cl)C(C(C)=O)=C(C)N1 (centres undefined)
4.3%	0%	CCCCSCCCNC(=O)CS(=O)Cc1nc(-c2cccc(C)c2)oc1C (centres undefined)
-1.7%	-2%	CC(C)N(Cc1nc(-c2ccccc2)no1)C(=O)Cc1ccccc1
0.6%	-5%	Cc1ccccc1-n1c(Cn2c(=O)sc3ccccc32)nnc1SCC(=O)NCC1CCCO1 (centres undefined)
2.3%	3%	O=C(Nc1ccc2c(c1)OCCO2)c1cc2ccccc2o1
-3.4%	/	COc1ccc(CNC(=O)CSc2nnc(Cn3nnc4ccccc43)n2C)cc1
-2.0%	0%	Cc1ncc(CO)c2cc(C(N)=O)c(=Nc3ccccc3)oc12
/	0%	Cc1cc(C)cc(N2CC(C(=O)O)CC2=O)c1 (centres undefined)
3.6%	7%	C=CCn1c2ccccc2c2nnc(SCC(=O)N=C3NC(=O)CS3)nc21
2.4%	-2%	CCCc1ccc(OCC(=O)Nc2cc(S(=O)(=O)CC)ccc2O)cc1
0.1%	-19%	N#C/C(=C(/O)COC(=O)CCCNC(=O)c1ccc(Cl)cc1)c1nc2ccccc2[nH]1
3.9%	3%	CC(C)(C)c1cc(Br)ccc1OCC(=O)Nc1ccc(F)cc1
-0.2%	0%	COc1ccc(OC)c(N/C=C2/CCCCC2=O)c1
-3.7%	/	Cc1nnc(SCCn2c(N(C)Cc3ccccc3)nc3c2c(=O)n(C)c(=O)n3C)s1
/	-6%	C[C@]12C=CC(=O)C=C1CC[C@H]1[C@@H]3C[C@@H](O)[C@](O)(C(=O)CO)[C@@]3(C)C[C@H](O)[C@@]12F
4.3%	-14%	Cc1ccc(S(=O)(=O)N2CCN(C(=O)N(C)C)CC2)cc1C

Three compounds out of the list, arranged by formula weight, smallest number first:
Hsp70 displacement	MKP-3 inhibition	Compound
-0.2%	0%	COc1ccc(OC)c(N/C=C2/CCCCC2=O)c1
-2.0%	0%	Cc1ncc(CO)c2cc(C(N)=O)c(=Nc3ccccc3)oc12
-3.7%	/	Cc1nnc(SCCn2c(N(C)Cc3ccccc3)nc3c2c(=O)n(C)c(=O)n3C)s1

Next part.
Hsp70 displacement	MKP-3 inhibition	Compound
1.0%	-2%	COc1ccccc1/C=C/C(=O)NCC(=O)N/N=C(/C)c1ccccc1
-1.8%	0%	CCCCNCCCCCOc1cc(C)ccc1C
-4.2%	-12%	O=C(COc1ccccc1Cl)N(Cc1ccco1)C1CCS(=O)(=O)C1 (centres undefined)
2.7%	3%	O=C(NCCC1=CCCCC1)C1CCN(S(=O)(=O)c2cnc[nH]2)CC1
-3.6%	-7%	COc1ccc(N2CC(O)=C(c3nc4ccccc4s3)C2=N)cc1
0.9%	3%	CCOC(=O)C1CCN(C(=O)C(O)(c2ccccc2)c2ccccc2)CC1
7.2%	16%	O=C(CCSCCC(=O)NCc1ccco1)NCc1ccco1
0.5%	-3%	O=C(NCCCN1CCCC1=O)c1ccc2c(c1)ncn2C1CCCCC1
-3.8%	-15%	Cc1ccc2[nH]c(=O)c(CN(CC3CCCO3)C(=O)c3ccco3)cc2c1 (centres undefined)
6.2%	-7%	Nc1nnc(SCc2cc3c(cc2Cl)OCO3)s1
-0.5%	-18%	O=C(CSc1nnc(NC(=O)C2CCC2)s1)Nc1ccc(N2CCOCC2)cc1
5.5%	-6%	CC(NC(=O)c1ccc(NS(C)(=O)=O)cc1)c1ccccc1 (centres undefined)

No new results follow: entries from further up.
Hsp70 displacement	MKP-3 inhibition	Compound
3.6%	7%	C=CCn1c2ccccc2c2nnc(SCC(=O)N=C3NC(=O)CS3)nc21
2.4%	-2%	CCCc1ccc(OCC(=O)Nc2cc(S(=O)(=O)CC)ccc2O)cc1
0.1%	-19%	N#C/C(=C(/O)COC(=O)CCCNC(=O)c1ccc(Cl)cc1)c1nc2ccccc2[nH]1
3.9%	3%	CC(C)(C)c1cc(Br)ccc1OCC(=O)Nc1ccc(F)cc1
-0.2%	0%	COc1ccc(OC)c(N/C=C2/CCCCC2=O)c1
-3.7%	/	Cc1nnc(SCCn2c(N(C)Cc3ccccc3)nc3c2c(=O)n(C)c(=O)n3C)s1
/	-6%	C[C@]12C=CC(=O)C=C1CC[C@H]1[C@@H]3C[C@@H](O)[C@](O)(C(=O)CO)[C@@]3(C)C[C@H](O)[C@@]12F
4.3%	-14%	Cc1ccc(S(=O)(=O)N2CCN(C(=O)N(C)C)CC2)cc1C
1.0%	-2%	COc1ccccc1/C=C/C(=O)NCC(=O)N/N=C(/C)c1ccccc1
-1.8%	0%	CCCCNCCCCCOc1cc(C)ccc1C
-4.2%	-12%	O=C(COc1ccccc1Cl)N(Cc1ccco1)C1CCS(=O)(=O)C1 (centres undefined)
2.7%	3%	O=C(NCCC1=CCCCC1)C1CCN(S(=O)(=O)c2cnc[nH]2)CC1
-3.6%	-7%	COc1ccc(N2CC(O)=C(c3nc4ccccc4s3)C2=N)cc1
0.9%	3%	CCOC(=O)C1CCN(C(=O)C(O)(c2ccccc2)c2ccccc2)CC1
7.2%	16%	O=C(CCSCCC(=O)NCc1ccco1)NCc1ccco1
0.5%	-3%	O=C(NCCCN1CCCC1=O)c1ccc2c(c1)ncn2C1CCCCC1
-3.8%	-15%	Cc1ccc2[nH]c(=O)c(CN(CC3CCCO3)C(=O)c3ccco3)cc2c1 (centres undefined)

(further entries)
Hsp70 displacement	MKP-3 inhibition	Compound
-2.9%	-4%	c1cnn(-c2nc(N3CCOCC3)nc(N3CCOCC3)n2)c1
-4.4%	/	CCC1CCc2c(sc(NC(=O)c3ccco3)c2C(N)=O)C1 (centres undefined)
3.4%	-11%	CCOC(=O)c1c(NC(=O)CSc2nc3c(c(=O)n(C)c(=O)n3C)n2C(C)C)sc(C)c1C
1.3%	1%	Cc1ccc(NC(=O)c2c(-c3ccccc3)noc2C)cc1C
7.2%	3%	O=C(O)COc1ccccc1/C=N/NC(=O)COc1c(Br)cc(Br)cc1Br
7.4%	9%	COC(=O)c1ccc(NC2=C(Cl)C(=O)c3ccccc3C2=O)cc1
-2.9%	/	Cc1cccc(-c2nc3c(c(SCC(=O)N4CCOCC4)n2)CCCC3)c1
-1.3%	3%	CCCCOc1ccc(NC(=O)COc2ccc(C)cc2C)cc1
2.0%	2%	O=C(/C=C/c1ccccc1)NC(=S)Nc1cccc(NC(=O)c2cccc(Cl)c2)c1
0.9%	1%	CCCC(C)C(=O)Nc1ccc(C(N)=O)cc1 (centres undefined)
-0.2%	2%	Cc1ccccc1SCC(=O)NC1CCOC1=O (centres undefined)
4.4%	-6%	Cc1csc(SCC(=O)Nc2nc3ccccc3s2)n1
5.7%	0%	CC(=O)Nc1ccc(Nc2nc(C)nc3c2oc2ccccc23)cc1
12%	0%	Brc1ccc(OCCCCN2CCOCC2)cc1
-1.2%	-13%	O=C1CC(N2CCN(Cc3ccc4c(c3)OCO4)CC2)C(=O)N1c1ccccc1 (centres undefined)
6.0%	/	Cc1cccc(NC(c2ccc(O)cc2)c2ccc3ccc(C)nc3c2O)n1 (centres undefined)
2.5%	0%	N/C(=N/c1nc2ccccc2o1)NC(=O)Cc1ccccc1
11%	0%	CCCCS(=O)(=O)NC1=NCN(CCOC(=O)c2ccccc2)CN1
